MIN6 prolif: inducers of MIN6 beta-cell proliferation, primary screen, ATP luminescence, uHTS. MIN6 cells proliferation, ATPlite luminescence, 48 h; cells starved in 0.2% serum; 100% = growth in 10% serum. proliferation, % at 10 µM. AID 2380, 2010. hit rate 0.29% among 330,000;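 active means compounds whose signal lies at least 3.5 SD above the mean of all wells on their plate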;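 further: 0% = DMSO-treated cells in low-serum medium and 100% = 10% serum control; some compounds called inactive have numbers as strong as hits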
mIAP inh: inhibitors of mouse IAP, primary screen, biochemical, luminescence, uHTS. intestinal alkaline phosphatase [Mus musculus]. purified mouse IAP, CDP-Star luminescence, 30 min. inhibition, % at 10 µM. hit rate 0.2% among 330,000;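 active means inhibition of at least 40% at 10 µM in the primary screen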;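 further: plate controls were DMSO with enzyme for no effect and no enzyme wells for full effect; values of inactives mirror those of a sister screen read the other way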
hIAP activ: human IAP activators, primary screen, biochemical, luminescence, uHTS; activation factor at 10 µM; hit rate 0.16% among 330,000; Intestinal-type alkaline phosphatase (Homo sapiens), P09923; purified human IAP, CDP-Star luminescence, 30 min; hits give high values; 1 = vehicle-only enzyme, 0 = enzyme-free background;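 active means activation factor of the enzyme at least 2-fold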; further: the source names both 10 and 20 µM as test concentration; values of inactives mirror those of a sister screen read the other way
hIAP inh: human IAP inhibitors, primary screen, biochemical, luminescence, uHTS. purified IAP, CDP-Star luminescence, 30 min. inhibition, % at 10 µM. hit rate 0.12% among 330,000. AID 2544, 2010;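 active means inhibition reaching a set limit with compound at 10 µM in the primary screen, cut at about 35% in these data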;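 further: plate controls were DMSO wells with enzyme for no effect and no-enzyme buffer wells for full effect; values of inactives mirror those of a sister screen read the other way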
MPTP block: mitochondrial permeability transition pore inhibitors, primary screen, biochemical, isolated mouse mitochondria, absorbance. hit rate 1.4% among 360,000. AID 602449, 2012. inhibition, % at 10 µM. Ca2+ swelling absorbance, 30 min;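 active means inhibition of 50% or more, scaled per plate between neutral and stimulator controls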;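 further: 0% = DMSO wells given calcium and 100% = 1 mM EGTA wells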
mIAP act: activators of mouse IAP, primary screen, biochemical, luminescence, uHTS | activation factor at 10 µM | AID 2805, 2010 | muIAP, CDP-Star luminescence, 30 min; hits give high values; 1 = vehicle-only enzyme signal, 0 = enzyme-free wells | intestinal alkaline phosphatase [Mus musculus] | hit rate 0.24% among 330,000;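 active means activation factor of at least 2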; further: the source names both 10 and 20 µM as test concentration; values of inactives mirror those of a sister screen read the other way
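Assay system: mouse IAP enzyme; reagent: chemiluminescent substrate CDP-Star; dosing: test compounds delivered from DMSO solution; schedule: 30 min at room temperature; measured by: luminescence from enzymatic CDP-Star hydrolysis; controls: DMSO-only wells and no-enzyme negative control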
APOBEC3A inh: APOBEC3A ssDNA deaminase inhibitors, primary screen, selectivity assay for APOBEC3G inhibitor project, biochemical, FAM/TAMRA oligo cleavage fluorescence; DNA dC->dU-editing enzyme APOBEC-3A (Homo sapiens), P31941; recombinant A3A, FAM/TAMRA ssDNA deamination fluorescence; inhibition, % at 20 µM; hit rate 0.41% among 330,000;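 active means at least 40% inhibition at 20 µM here, with at most 30% in a related deaminase screen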;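 further: plate controls were A3A with DMSO for no effect and wells lacking A3A enzyme for full effect; some results filed as inactive read as strong as hits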
Target sequence (P31941 whole entry, looked up): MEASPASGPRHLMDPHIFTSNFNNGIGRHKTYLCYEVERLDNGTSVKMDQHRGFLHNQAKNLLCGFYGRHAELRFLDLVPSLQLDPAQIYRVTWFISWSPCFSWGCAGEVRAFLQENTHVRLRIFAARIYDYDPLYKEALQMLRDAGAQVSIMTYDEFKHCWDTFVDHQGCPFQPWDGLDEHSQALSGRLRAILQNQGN
APOBEC3G inh: APOBEC3G DNA deaminase inhibitors, primary screen, biochemical, fluorescence, single-stranded DNA substrate, uHTS; DNA dC->dU-editing enzyme APOBEC-3G (Homo sapiens), Q9HC16; recombinant A3G, ssDNA deamination FAM/TAMRA fluorescence; inhibition, % at 20 µM; hit rate 0.28% among 330,000;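 active means inhibition of at least 40% at 20 µM, with no more than 30% in the related APOBEC3A deaminase screen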;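 further: plate controls were DMSO wells with A3G for no effect and wells lacking A3G enzyme for full effect; some compounds called inactive have numbers as strong as hits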
Target sequence (Q9HC16 whole entry, looked up): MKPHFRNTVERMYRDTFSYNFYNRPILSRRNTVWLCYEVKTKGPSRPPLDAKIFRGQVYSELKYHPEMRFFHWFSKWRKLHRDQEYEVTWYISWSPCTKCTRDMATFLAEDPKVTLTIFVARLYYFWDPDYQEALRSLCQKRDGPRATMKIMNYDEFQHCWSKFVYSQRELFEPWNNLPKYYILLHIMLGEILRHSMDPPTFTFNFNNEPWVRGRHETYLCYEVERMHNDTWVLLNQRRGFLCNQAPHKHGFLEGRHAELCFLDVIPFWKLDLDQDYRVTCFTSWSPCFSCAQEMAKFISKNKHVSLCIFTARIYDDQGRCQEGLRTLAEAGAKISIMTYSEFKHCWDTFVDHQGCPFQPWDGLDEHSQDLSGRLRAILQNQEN
GRIN3A LBD mod: binders of NR3A ligand-binding domain, primary screen, biophysical, differential scanning fluorimetry, uHTS; NR3A LBD differential scanning fluorimetry, Tm shift; 0% = protein alone, 100% = glycine-bound protein; Tm shift relative to glycine control, % at 25 µM; hit rate 2.5% among 340,000;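 active means melting temperature shift of at least 10% of the positive control shift, at one fixed dose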
Numbers without * were called inactive; / = no result given.

SMILES	MIN6 prolif	mIAP inh	hIAP activ	hIAP inh	MPTP block	mIAP act	APOBEC3A inh	APOBEC3G inh	GRIN3A LBD mod
COc1ccc(S(=O)(=O)NCC2CCCN(Cc3ccccc3Cl)C2)cc1 (stereo not given)	3	-10	1.1	-7	1.5	1.1	1	4	-1
O=C(N/N=C/c1ccc(-n2ccnc2)cc1)c1cccs1	-3	13	1.1	-11	-0.2	0.87	-1	-7	-10
O=C(CC1C(=O)NCCN1Cc1ccccc1)NCCN1CCCCC1=O (stereo not given)	0	-6	1.2	-23	0.1	1.1	-5	-1	1
O=C(Cc1ccc(Cl)cc1)Nc1ccccc1C(=O)Nc1ccc(C(=O)O)cc1	5	0	1.1	-8	0.6	1	1	-5	-1
CSc1sc(C(=O)N(C)C)c2c1S(=O)(=O)N(C)c1ccccc1-2	-2	8	1.1	-10	1.4	0.92	6	1	-2
O=C(Nc1ccc(S(=O)(=O)O)cc1)c1ccc2c(c1)S(=O)(=O)c1ccccc1C2=O	14*	-1	0.95	5	-0.8	1	-1	-5	-14
CCN1C(=O)c2ccc(-c3nc4ccccc4c(=O)o3)cc2C1=O	-3	10	0.96	4	-0.5	0.9	-2	-3	-1
Cc1ccc(S(=O)(=O)N2CCCCC2C(=O)N2CCN(c3ccccc3F)CC2)cc1 (stereo not given)	0	4	1.2	-17	0.5	0.96	-3	-10	4
CCOC(=O)N1CCC(NC(=O)c2cc(C(=O)Nc3ccc(F)cc3F)ccc2CO)CC1	1	7	0.87	13	0.0	0.93	2	4	-1
CC(=O)c1cc(C#N)c(Oc2cc(C)cc(C)c2)nc1C	-2	9	1.1	-7	1.7	0.91	-5	-6	-2
CC(=O)c1cccc(CN2CCN(C3CCCCC3)C(CCO)C2)c1 (stereo not given)	-3	6	1.1	-10	1.1	0.94	3	-3	-2
O=c1c2ccccc2ncn1Cc1cccc2ccccc12	1	10	0.88	12	-0.6	0.9	-1	-3	-1
O=C(Nc1cccc(C(=O)O)c1)Nc1cccc2ccccc12	0	-2	1.1	-5	1.7	1	-2	-7	-5
COCCNC(=O)c1cc2c(=O)n3cccc(C)c3nc2n(Cc2ccncc2)c1=N	-2	8	0.92	8	-1.9	0.92	8	-4	-2
Nc1cc(N)nc(SCC(=O)c2ccc3c(c2)NC(=O)CO3)n1	-3	8	0.98	2	0.2	0.92	-4	-5	153*
CCOC(=O)C1CCN(C(=O)COc2cccc(C)c2)CC1	0	-3	0.88	12	-2.3	1	-1	-5	-2
CN(CCCNC(=O)c1ccc(N2CCCC2=O)cc1)c1ccccc1	2	2	1.1	-13	-3.1	0.98	-5	-6	0
COc1ccc(C(=O)N/N=C(\C)CC(=O)NC2CCCCC2)c(OC)c1	1	-2	0.91	9	0.6	1	2	-3	1
CS(=O)(=O)N1CCC(C(=O)Nc2ccc(Br)cc2F)CC1	-1	-3	1	-3	-0.5	1	-6	-7	0
COc1cc(C(=O)N/N=C/c2cccc(Oc3ccccc3)c2)ccc1O	-1	-1	1.1	-9	-0.3	1	0	-6	11*
CCOc1ccccc1NC(=O)Cn1nnc(C(=O)NCCc2ccc(OCC)c(OCC)c2)c1N	-5	1	1.1	-12	-1.3	0.99	0	9	0
C=CCN1C(=O)C(C)S/C1=N\S(=O)(=O)c1ccc(Cl)cc1 (stereo not given)	0	6	0.95	5	0.0	0.94	-1	-4	0
CCC(C(=O)NC1CCCCC1)n1c(SCc2ccc(F)cc2)nc2ccncc21 (stereo not given)	-4	-9	1	-3	-0.8	1.1	-3	-3	0
CCOC(=O)C1C(c2ccc(C)o2)NC(=O)NC1(O)C(F)(F)F (stereo not given)	2	10	0.99	1	2.5	0.9	-2	-5	-5
CCCOc1cc(C)c(S(=O)(=O)n2ccc(C)n2)cc1C	-1	-4	0.99	1	3.7	1	-5	-10	2

New compounds follow:
SMILES	MIN6 prolif	mIAP inh	hIAP activ	hIAP inh	MPTP block	mIAP act	APOBEC3A inh	APOBEC3G inh	GRIN3A LBD mod
CC1=NOC(=O)/C1=C\c1ccccc1	4	0	1.1	-10	2.0	1	-1	-11	0
CCCc1cc(N2CCOCC2)n2nc(C)c(-c3ccccc3)c2n1	-1	9	0.89	11	1.8	0.91	1	-4	0
CC(NC(=O)c1ccccc1F)c1ccccc1 (stereo not given)	-2	-3	1	-3	-0.3	1	-6	-8	-1
C=CCNC(=O)c1ccc(C(=O)c2ccccc2)cc1	-1	7	0.94	6	-2.1	0.93	-1	-3	-1
O=C(Cc1n[nH]c(=O)c2ccccc12)OCC(=O)c1ccccc1	-4	5	1.1	-6	0.3	0.95	0	-3	0
CC(C)(C)NC(=O)c1cccc2c1OC(C)(C)C2	2	0	0.99	1	-0.1	1	-1	-3	3
Cc1nc(C(C)NC(=O)CCc2nnc(Cc3c[nH]c4ccccc34)o2)cs1 (stereo not given)	1	-1	1	0	-3.1	1	-2	-8	-1
Cc1nc(SCC(=O)Nc2ccc(F)cc2)c2oc3ccccc3c2n1	-3	4	0.87	13	-6.3	0.96	-3	-5	2
Cc1ccc(NC(=O)Cn2cnc3cc([N+](=O)[O-])ccc3c2=O)c(Cl)c1	-1	3	0.94	6	3.8	0.97	-2	-10	-2
CCCC(=O)Nc1nn(CCC)c2nc3ccccc3cc12	1	-4	1.1	-11	2.5	1	-4	-6	-1
Oc1ccc(Cl)cc1CNCC1CCCCC1	0	-5	1.2	-18	0.7	1.1	-4	-4	4
Cc1cc(OCc2cc(C(=O)NC(C)c3c(C)nn(C)c3C)no2)cc(C)c1Cl (stereo not given)	-6	7	0.93	7	-0.8	0.93	-4	-7	-3
C=CCOc1cccc(C2C(C(=O)c3ccc(C)o3)=C(O)C(=O)N2CCN(C)C)c1 (stereo not given)	4	2	1	-4	3.8	0.98	-4	-7	0
O=C(O)c1ccc(N/N=C/c2ccc3c(c2)OCO3)cc1	-2	7	0.93	7	-0.6	0.93	-1	-3	1
O=C(NC(NC(=S)Nc1ccccc1)C(Cl)(Cl)Cl)c1cccc(Cl)c1 (stereo not given)	-4	-12	0.9	10	96*	1.1	-51	-7	24*
O=C(/C=C/c1ccc(S(=O)(=O)NCc2ccco2)cc1)N1CCN(c2ccccc2)CC1	-1	7	0.88	12	0.3	0.93	-1	18	16*
O=C(CCCN1C(=O)c2cccnc2C1=O)Nc1ccccc1F	-2	-5	1	0	-0.4	1	1	-3	-1
Cc1cccc(N2CCN(C(=O)CCNS(=O)(=O)c3ccc4c(c3)CCC(=O)N4)CC2)c1C	-1	7	1	-3	3.6	0.93	-1	-3	1
CCOC(=O)c1sc(NC(=O)COC(=O)Cn2cnc3ccccc32)c(C(=O)OCC)c1C	1	8	1.1	-14	0.0	0.92	-8	-9	-12
CN1CCN(c2nc3c(c(=O)[nH]c(=O)n3C)n2CCSc2nnnn2-c2ccccc2)CC1	-1	6	1.1	-10	0.6	0.94	-3	-5	0
CCC(=O)N(CCC(c1ccco1)c1ccccc1OC)Cc1cccs1 (stereo not given)	-5	0	0.94	6	8.7	1	-2	-6	1
COc1ccccc1N1CCN(CC(=O)Nc2ccccc2C(=O)NCCc2ccccc2)CC1	-2	-43	0.87	13	-1.8	1.4	0	-5	2
CCCCC(=O)Nc1nc(C)c(-c2csc(Nc3cc(Cl)ccc3OC)n2)s1	-5	18	0.88	12	-1.2	0.82	-5	-4	1
COc1ccc(NC(=O)c2cccc(NC(=O)C3C4CC5OC(=O)C3C5C4)c2)c(OC)c1 (stereo not given)	0	10	1.1	-10	-0.9	0.9	-1	3	-4
Cc1nc2ccccc2n1CC(=O)N1CC(=O)Nc2ccccc21	0	-8	1.1	-10	-0.3	1.1	-6	0	0

Further results.
SMILES	MIN6 prolif	mIAP inh	hIAP activ	hIAP inh	MPTP block	mIAP act	APOBEC3A inh	APOBEC3G inh	GRIN3A LBD mod
CCCCN(C(=O)c1ccc2c(c1)OCO2)c1c(N)n(CC(C)C)c(=O)[nH]c1=O	-1	-4	1.3	-27	-1.0	1	0	0	0
O=C(Nc1ccc(S(=O)(=O)N2CCCC2)cc1)N1c2ccccc2Sc2ccccc21	-3	-28	1.2	-18	4.8	1.3	-3	-1	-1
C=CCOc1ccc(Br)cc1/C=C1\NC(=S)N(C(C)=O)C1=O	-2	12	1	-2	1.7	0.88	-5	-7	-7
CCOc1ccccc1C(=O)NC1CCN(Cc2ccccc2)CC1	1	-5	0.98	2	-1.9	1.1	-9	-6	0
COc1cc2c(cc1OC)CN(C(=O)c1cccc(S(=O)(=O)N(C)C)c1)CC2	-2	-2	1.1	-12	-1.3	1	-1	-6	0
COc1ccccc1NC(=O)CSc1nnnn1C1CCCCC1	-2	5	1.1	-8	1.0	0.95	-4	-11	-1
COc1cc2c(c(OC)c1OC)-c1ccc(NC(=O)c3ccc(F)cc3)c(=O)cc1[C@@H](NC(C)=O)CC2	0	10	0.91	9	0.9	0.9	6	0	3
CCn1c(=O)n(CC)c2cc(S(=O)(=O)N3CCOCC3)ccc21	-3	2	0.99	1	1.4	0.98	-4	-5	0
COCc1c(C(=O)Nc2ccc3nc(N4CCOCC4)sc3c2)oc2ccccc12	0	-8	0.94	6	-0.3	1.1	-1	-11	-1
O=C(NCc1cccc(Br)c1)c1cc(-c2ccccc2)nn1CC1CC(c2cccnc2)=NO1 (stereo not given)	-6	-12	1.1	-10	0.0	1.1	-3	-11	-4
COCCCNc1nc2nonc2nc1N1CCN(C2CCCC2)CC1	-1	-13	1	-2	-0.1	1.1	3	-2	0
O=c1c2ccccc2c(C=Nc2ccc(O)cc2)c(O)n1-c1nccs1	-4	16	0.88	12	/	0.84	1	-3	1
COCc1cc(C)nc(SCC(=O)Oc2ccc(Cl)cc2)c1C#N	1	-19	1.2	-24	-0.5	1.2	-8	-6	0
COc1cccc(NC(=O)CNC(=O)c2ccc(C)cc2)c1	1	3	0.9	10	-1.6	0.97	1	-4	-2
O=[N+]([O-])c1ccc(/C=N/N2CCN(Cc3ccccc3)CC2)cc1	0	2	0.94	6	1.2	0.98	-6	-7	2
CC(OC(=O)c1cccnc1Cl)C(=O)Nc1ccc2c(c1)OCO2 (stereo not given)	-1	-11	0.98	2	-1.4	1.1	-2	-6	2
CC1=CC(C)(C)Nc2cc(C)c(C)cc21	0	23	0.87	13	1.3	0.77	-6	-9	-3
